Source: PubChem (National Center for Advancing Translational Sciences (NCATS))
HT1080NT lethal: kills 2HG-producing HT-1080-NT fibrosarcoma cells | 360,000 tested, 1.6% active | AID 686970 | Potency, µM (titrated, usually from 46.1 µM), for inactives: at the top dose activity, negative = less viability, hits mostly cytotoxic | HT-1080-NT fibrosarcoma viability, CellTiter-Glo ATP luminescence, 48 h;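 note: NT is the 2HG producing partner of a matched IDH1 knockdown line; potency is the fitted concentration of half-maximal effect; 0% = DMSO-treated cells and -100% = media-only wells without cells; nearly all actives have a fitted effect of over 55% in size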
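Toxicity toward the 2HG-producing NT line was scored as %Activity, normalised to DMSO and no-cell wells, from CellTiter-Glo luminescence after 48 hours' treatment.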
KB-V1 MDR tox: kills drug-selected multidrug resistant KB-V1 cells; KB-V1 MDR cells viability, CellTiter-Glo, 72 h; Potency, µM (series often up to 46.1 µM), for inactives: at the top dose activity change, negative = cytotoxicity, most hits filed as cytotoxic; 400,000 tested, 3.4% active; note: potency is the fitted concentration of half-maximal effect; % is set by controls: 0 for no effect and ±100 for the full control effect; nearly all actives have a fitted effect of over 60% in size
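qHTS viability screen in drug-selected KB-V1 MDR cells: 72 h compound treatment at 37 degrees C, ATP luminescence end point.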
D3 ag: D3 dopamine receptor (human) agonism; P35462; 410,000 tested, 0.58% active; D3R DiscoveRx beta-arrestin cells, luminescence, 90 min; max activation, %; AID 652048; in the data active = max activation above about 30%; note: 0% is about no effect; mostly tested at two doses, the higher about 12 µM
Target sequence (P35462 whole entry, looked up): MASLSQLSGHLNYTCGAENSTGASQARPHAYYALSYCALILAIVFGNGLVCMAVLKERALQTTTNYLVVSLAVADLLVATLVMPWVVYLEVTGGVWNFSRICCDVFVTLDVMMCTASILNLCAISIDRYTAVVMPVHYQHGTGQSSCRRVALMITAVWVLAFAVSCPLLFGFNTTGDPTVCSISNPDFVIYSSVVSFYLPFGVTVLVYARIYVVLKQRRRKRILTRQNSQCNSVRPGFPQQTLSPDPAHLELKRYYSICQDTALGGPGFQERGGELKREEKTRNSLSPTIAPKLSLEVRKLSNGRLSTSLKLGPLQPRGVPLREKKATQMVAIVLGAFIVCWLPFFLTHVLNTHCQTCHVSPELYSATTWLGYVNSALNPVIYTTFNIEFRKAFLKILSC
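Agonist mode: compounds and dopamine controls were applied to plated cells for 90 min at 37 degrees C after an overnight attachment at 1500 cells/well. Luminescent read-out followed 30 - 60 minutes at room temperature with DiscoveRx detection reagent.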
GLP1R ag: GLP-1 receptor (human) agonism. HEK293 GLP-1R CRE-luciferase, luminescence, 4-6 h; cells express a hypersensitive GLP-1R form. 380,000 tested, 0.007% active. AID 624172. P43220. Potency, µM (series often up to 45.6 µM), for inactives: top-dose activation, hits mostly activators; note: potency is the fitted concentration of half-maximal effect; % of control where 0% means no effect
Target sequence (P43220 whole entry, looked up): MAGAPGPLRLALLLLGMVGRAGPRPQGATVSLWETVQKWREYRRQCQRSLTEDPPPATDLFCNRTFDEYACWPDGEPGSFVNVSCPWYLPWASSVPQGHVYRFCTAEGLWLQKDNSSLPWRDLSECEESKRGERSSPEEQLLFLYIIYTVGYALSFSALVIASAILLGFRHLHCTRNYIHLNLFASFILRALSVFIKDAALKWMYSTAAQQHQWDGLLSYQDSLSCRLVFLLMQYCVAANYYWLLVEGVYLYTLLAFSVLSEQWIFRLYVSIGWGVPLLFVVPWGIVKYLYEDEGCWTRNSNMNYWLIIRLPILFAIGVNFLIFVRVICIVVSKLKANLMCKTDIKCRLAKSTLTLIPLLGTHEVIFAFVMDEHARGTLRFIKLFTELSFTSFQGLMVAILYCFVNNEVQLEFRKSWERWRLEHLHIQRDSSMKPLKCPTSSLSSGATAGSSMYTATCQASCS
SW480 rerep: inducers of DNA re-replication in SW480 colon cancer cells | SW480 DNA re-replication, Hoechst DNA content imaging, 48 h | Potency, µM (highest dose often 46.1 µM), for the others: at the highest dose re-replication activation, actives largely listed as activators | 340,000 tested, 1.8% active; note: potency is the fitted concentration of half-maximal effect; % of control where 0% means no effect; nearly all actives have a fitted effect of over 55% in size
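Hoechst fluorescence of nuclei (405 nm excitation, 500-530 nm emission) measured by plate-scanning imager after 48 hr compound exposure at 37 C; re-replication scored as increased number of nuclei with elevated intensity.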
HT1080 IDH1KD tx: kills HT-1080 cells with IDH1 knockdown; HT-1080 IDH1 knockdown viability, ATP luminescence, 48 h; Potency, µM (titrated, usually from 46.1 µM), for the others: top-dose activity, negative = toxicity, usual class: cytotoxic; 360,000 tested, 2% active; AID 686971;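 note: potency is the fitted concentration of half-maximal effect; 0% = DMSO wells and -100% = cell-free medium wells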
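IDH1KD HT-1080 cells, 750/well, RPMI + 5% FBS; compound pinned after 2 h settling; 48 h, 37 °C; CellTiter-Glo luminescence; % activity normalised to DMSO and no-cell wells; curves fitted, classed by r2 and efficacy.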
DRD3 antagonist: blocks the human D3 dopamine receptor. P35462. D3R cells, DiscoveRx beta-arrestin luminescence, antagonist mode; stronger effect = lower value. max response, negative = inhibition, %. 360,000 tested, 2.5% active. AID 652054; in the data active = max response below about -50%; inconclusive = no clear call, values can overlap the other calls; note: % is set by controls: 0 for no effect and ±100 for the full control effect; mostly tested at two doses, the higher about 12 µM
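Cells expressing the human receptor were seeded at 1500 cells/well, incubated overnight at 37 degrees C in 5% CO2, then exposed to library compounds with dopamine controls for 90 minutes at 37 degrees C before luminescent detection.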
IL-1B inflam inh: inflammasome signaling inhibition, IL-1 beta readout. 360,000 tested, 4.7% active. AID 743279. activity change, % at 57.5 µM. THP-1 LPS/ATP IL-1B secretion, AlphaLISA, 16 h; stronger effect = lower value; in the data active = activity change below about -50%; inconclusive = mostly about -30% to -49%; note: % is set by controls: 0 for no effect and ±100 for the full control effect
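Secreted IL-1B measured by AlphaLISA bead assay after 16 h compound exposure of THP-1 cells; compounds (final up to 57.5 uM) added 1 h before LPS (250 ng/mL) and ATP (1.25 mM) stimulation; lower signal means less secretion.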
KB-3-1 cytotox: KB-3-1 parental cell cytotoxicity | KB-3-1 viability, CellTiter-Glo ATP luminescence, 72 h | Potency, µM (doses to about 46.1 µM), inactives show top-dose activity change, negative = cytotoxic, actives largely listed as cytotoxic | 400,000 tested, 1.4% active; note: potency is the fitted concentration of half-maximal effect; % is set by controls: 0 for no effect and ±100 for the full control effect; nearly all actives have a fitted effect of over 60% in size
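Cytotoxicity in the drug-sensitive parental line KB-3-1 was scored as loss of CellTiter-Glo luminescence following 72 h incubation with compound. Values come from curve fitting of normalized concentration-response data.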
Numbers without * were called inactive; ? = inconclusive; . = not tested or not shown; & = joins results of further samples; [ ] = another dose, or the depositor's remark. Unless noted, calls come from the whole dose curve; as a rule, active = well fitted curve in the direction sought with a large enough effect; inconclusive = small, poorly fitted or top-dose-only effect, or another doubt; inactive = no such curve, though single readings can be large; an effect the other way counts as inactive or inconclusive.

SMILES	HT1080NT lethal	KB-V1 MDR tox	D3 ag	GLP1R ag	SW480 rerep	HT1080 IDH1KD tx	DRD3 antagonist	IL-1B inflam inh	KB-3-1 cytotox
O=C(CCC1CCCCC1)Nc1ccccc1C(=O)N1CCOCC1	6.3%	-23.9%	2.6	14.1%	?	23.5%	5.7	7.1	-2.5%
COc1ccc(NC(=O)c2cc3ccccc3[nH]2)cc1	5.5%	3.8%	-5.4	-6.3%	?	3.1%	0.0	8.3	3.9%
CC(/C=C/c1ccccc1)=N/NC(=O)c1cccc(Br)c1	-21.2%	?	-6.9	3.2%	28.1%	?	-52.9*	-29.0	?
CCC(Cc1ccccc1)NC(=O)CSc1ccsc1[N+](=O)[O-] (configuration not stated)	1.4%	-4.2%	-7.3	-3.0%	-4.8%	-0.3%	?	0.0	27.5%
Cc1nc2c(C(=O)NCCC(C)C)c[nH]n2c(=O)c1Cc1ccccc1F	?	0.3%	28.9	-9.3%	2.5%	?	40.7	35.1	-18.5%
CC1CC(C)CN(CCCNS(=O)(=O)c2cc(Br)cc3c2N(C(=O)C2CC2)CC3)C1 (configuration not stated)	-0.7%	-35.8%	-11.0	13.4%	-1.2%	12.1%	-0.8	-13.0	-7.6%
COc1ccc(CCn2c(NN)nc3c2c(=O)[nH]c(=O)n3C)cc1	8.2µM*	?	7.8	18.1%	14.6µM*	?	-10.8	73.4	13µM*
Cn1ccc2c(-c3cccc(C=O)c3)cc3c(c21)C1CCC3C1 (configuration not stated)	?	-11.6%	0.1	4.1%	.	?	2.3	-7.8	-0.9%
CC1(C)CC(O)(CNCc2ccc3c(c2)OCO3)CCO1 (configuration not stated)	21.5%	0.8%	10.5	-8.0%	1.0%	15.8%	?	10.5	1.1%
CSCCC(NS(=O)(=O)c1ccc2c(c1)oc(=O)n2C)C(=O)NCc1cccs1 (configuration not stated)	?	9.1%	2.9	5.9%	14.8%	-9.0%	4.7	20.1	16.2%
CN(C(=O)CSc1nccc(=O)[nH]1)C1CCCCC1	-3.3%[9.24 µM]	-19.9%	2.1	-2.3%	13.1%	-2.8%	2.9	29.8	2.4%
CC(=O)c1c(C)n(-c2ccc(N(C)C)cc2)c2ccc(OCC(N)=O)cc12	-6.3%	-29.0%	-2.0	-0.1%	-4.1%	-15.5%	-12.5	-19.6	1.1%
Cc1nc(-c2ccc(S(=O)(=O)N3CCN(c4ccccc4)CC3)cc2)co1	-1.0%	7.7%	-3.6	9.4%	-1.5%	0.0%	-8.8	17.1	4.1%
Cc1cc(N/N=C/c2ccccc2O)nc(N2CCOCC2)n1	-1.7%	-12.3%	-5.1	21.3%	?	-1.9%	-8.4	?	2.1%
Cc1cc(C)c(CN2CCC(N3CCC(C(=O)NCC4CCCO4)CC3)CC2)cc1C (configuration not stated)	?	-21.6%	-2.1	12.0%	4.8%	?	-0.6	-21.7	-17.0%
CC(NC(=O)c1ccc(Cl)cc1)c1nnc(SCc2ccc([N+](=O)[O-])cc2)n1C (configuration not stated)	9.9%	13.9%	-4.6	-9.0%	3.7%	12.0%	20.9	-3.3	-11.0%
CC(C)C1CCN(C(=O)C2CCC(=O)N(C3CCCCCC3)C2)CC1 (configuration not stated)	2.9%	?	-4.3	8.9%	.	4.1%	-13.3	-3.6	0.5%
CC(=O)CSc1nnc(-c2cnccn2)n1-c1ccccc1	22.4%	22.6%	0.1	0.5%	-0.1%	?	12.2	16.8	0.0%
Cc1ccc(S(=O)(=O)N2CCCCC2)cc1NC(=O)c1ccccn1	-1.4%	4.6%	0.3	0.8%	2.1%	-18.6%	-3.9	-5.7	12.9%
Nc1nnc(SCC(=O)N2CCc3ccccc32)n1-c1ccccc1	2.1%	15.9%	-3.1	6.6%	-4.7%	10.3%	17.3	6.9	0.0%
NNC(=O)c1ccc(Cn2cc(Br)cn2)cc1	-2.3%	15.1%	-8.1	-0.5%	-4.4%	0.4%	-4.4	13.5	5.3%
COC(=O)CCCC(=O)N1CCCC(CNS(=O)(=O)c2ccc(OC)cc2)C1 (configuration not stated)	-6.5%	?	-5.9	-2.3%	19.8%	-11.1%	-13.0	-10.8	-13.8%
CCn1c(=O)c(=O)n(CC)c2cc(S(=O)(=O)Nc3ccc(C)cc3)ccc21	0.0%	-12.7%&40.9%	0.3&-0.7	6.3%	-4.7%	-0.4%	2.5	-13.2	5.9%&1.6%
COc1cc(/C=N/NC(=O)CC#N)cc(Br)c1O	6.0%	10.1%	6.0	6.5%	-2.7%	5.3%	-2.4	11.7	1.2%
Cc1ccc(-c2nnn(CC(=O)N(CCN3CCOCC3)C(C(=O)NC3CCCC3)c3ccncc3)n2)o1 (configuration not stated)	8.2%	0.0%	1.3	-2.0%	-2.7%	8.8%	-4.2	3.3	5.0%
O=C(O)CSc1ncccn1	16.0%	?	6.6	0.3%	-5.7%	17.2%	-8.9	-7.8	4.0%
CC1(c2nnc(Cc3ccccc3)o2)CC(c2ccccc2Br)=NO1 (configuration not stated)	-1.3%	?	-2.8	16.8%	-23.0%	-5.9%	-16.2	10.8	0.6%
Nc1cc(=O)[nH]c(SCC(=O)N2N=C(c3ccc(Cl)cc3)CC2c2ccco2)n1 (configuration not stated)	-19.4%	-3.4%	1.6	5.3%	2.1%	-18.6%	12.3	-26.5	11.4%
CCCCC(=O)NC(=S)Nc1ccc(S(=O)(=O)N2CCCC2)cc1	5.8%	?	-5.1	0.6%	-1.6%	10.6%	-1.1	0.0	-13.3%
COc1cccc(CNC(=O)CSc2cc(C)[nH]c(=O)n2)c1	.	12.6%	-6.8	0.2%	.	.	.	.	?
COC(=O)c1cc(S(=O)(=O)N2CCCC2=O)c(Cl)cc1Cl	-19.6%	3.9%	-1.8	-1.0%	-0.7%	-21.5%	-16.9	?	6.3%
CCN1CCN(c2ccc(S(=O)(=O)N3CCCCC3)cc2NC(=O)CC(C)c2ccccc2)CC1 (configuration not stated)	6.8%	-26.1%	-1.9	3.0%	0.2%	7.6%	-19.0	?	1.4%
O=C(CCC1CCCC1)Nc1ccc(Br)cn1	-3.9%	0.9%	0.2	-5.2%	-0.8%	-14.8%	-3.8	-4.7	6.3%
CCc1nnc(NC(=O)C2CCC(CNc3c(N4CCC(C)CC4)c(=O)c3=O)CC2)s1 (configuration not stated)	11.4%	8.3%	-8.0	5.0%	1.8%	2.9%	1.8	-0.3	-4.0%
C[C@H](CO)N1C[C@H](C)[C@@H](CN(C)S(C)(=O)=O)Oc2c(NC(=O)Nc3ccc4c(c3)OCO4)cccc2C1=O	-6.3%	-6.5%	-22.7	-1.7%	-1.2%	-5.4%	-8.1	-16.5	0.0%
NC(=O)Nc1ccc(C(=O)N2CCN(S(=O)(=O)Cc3ccccc3)CC2)cc1	-5.9%	14.0%	-13.8	-4.1%	5.4%	-0.1%	-10.3	-29.1	-29.2%
CCCCNc1c(-c2ccc(OC)c(Sc3ccc(OC)cc3)c2)nc2ccccn12	?	?	-2.4	-9.2%	?	?	-15.8	-104.2*	?
O=C(CCN1C(=O)/C(=C\c2ccc(F)cc2)SC1=S)Nc1ccccc1	1.1%	-1.9%	3.8	2.2%	-4.2%	16.6%	-0.9	1.3	-4.1%
Cc1cc(S(=O)(=O)N2CCCC2)ccc1OCC(=O)N1CCOCC1	-0.8%	6.9%	3.7	0.0%	-7.5%	2.2%	-8.2	2.2	8.4%
O=C(c1cc(-c2ccccc2)nc2ccccc12)N1CCN(c2ccccc2O)CC1	-11.7%	-27.1%	6.1	-3.0%	17.0%	?	6.0	-6.9	0.0%
C=CCNC(=O)c1ccc(C)cc1Cl	3.7%	2.8%	-1.6	-10.8%	-6.9%	6.4%	-19.4	5.3	11.7%
CNC(=O)C1C(=S)NC(N)=C(C#N)C1c1ccccc1 (configuration not stated)	?	-7.2%	0.0	3.8%	3.26µM*	?	?	?	1.8%
O=C(O)c1[nH]c2ccc(Br)cc2c1CCN1C(=O)c2cccc([N+](=O)[O-])c2C1=O	2.1%	-13.1%	3.6	-2.2%	?	2.0%	-19.8	-7.2	-7.7%
CC(C)(C)OC(=O)N(CCc1ccccc1)Cc1ccccc1OCc1cccc(NC(=O)C2CC2)c1	-12.7%	-9.0%	1.5	0.1%	5.9%	-13.0%	-13.6	-8.5	-4.0%
CCN1CCN(C(=O)CNC(=O)c2nn(-c3ccc(OC)cc3)c(=O)c3ccccc23)CC1	3.0%	?	-7.3	9.3%	-6.4%	-16.0%	-6.3	4.4	0.5%
CCOC(=O)c1sc2nc(C)nc(NCc3ccc(Cl)cc3)c2c1C	?	?	9.2	12.5%	7.4%	?	3.8	-66.8*	?
CCOC(=O)C1CCN(C(=O)c2cc(S(=O)(=O)N(C)C)ccc2N2CCCC2)CC1	5.7%	-33.4%	-2.5	-1.9%	-1.2%	13.1%	18.1	-26.4	-9.4%

Profiles from above. Values in the order: HT1080NT lethal | KB-V1 MDR tox | D3 ag | GLP1R ag | SW480 rerep | HT1080 IDH1KD tx | DRD3 antagonist | IL-1B inflam inh | KB-3-1 cytotox
CNC(=O)C1C(=S)NC(N)=C(C#N)C1c1ccccc1 (configuration not stated) reads ? | -7.2% | 0.0 | 3.8% | 3.26µM* | ? | ? | ? | 1.8%
CC(C)(C)OC(=O)N(CCc1ccccc1)Cc1ccccc1OCc1cccc(NC(=O)C2CC2)c1 reads -12.7% | -9.0% | 1.5 | 0.1% | 5.9% | -13.0% | -13.6 | -8.5 | -4.0%
CCOC(=O)C1CCN(C(=O)c2cc(S(=O)(=O)N(C)C)ccc2N2CCCC2)CC1 reads 5.7% | -33.4% | -2.5 | -1.9% | -1.2% | 13.1% | 18.1 | -26.4 | -9.4%
CCOC(=O)c1sc2nc(C)nc(NCc3ccc(Cl)cc3)c2c1C reads ? | ? | 9.2 | 12.5% | 7.4% | ? | 3.8 | -66.8* | ?
